Screening data as filed in PubChem.
ULK1 inh = human ULK1 kinase inhibition, primary screen; O75385; AlphaScreen Atg13 phosphorylation by ULK1, luminescence; inhibition, % at 5.96 µM; 1.9% of 30,000 active; in the data active = inhibition above about 43%;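 note: 0% = median of compound wells and 100% = no enzyme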
Target sequence (O75385 whole entry, looked up): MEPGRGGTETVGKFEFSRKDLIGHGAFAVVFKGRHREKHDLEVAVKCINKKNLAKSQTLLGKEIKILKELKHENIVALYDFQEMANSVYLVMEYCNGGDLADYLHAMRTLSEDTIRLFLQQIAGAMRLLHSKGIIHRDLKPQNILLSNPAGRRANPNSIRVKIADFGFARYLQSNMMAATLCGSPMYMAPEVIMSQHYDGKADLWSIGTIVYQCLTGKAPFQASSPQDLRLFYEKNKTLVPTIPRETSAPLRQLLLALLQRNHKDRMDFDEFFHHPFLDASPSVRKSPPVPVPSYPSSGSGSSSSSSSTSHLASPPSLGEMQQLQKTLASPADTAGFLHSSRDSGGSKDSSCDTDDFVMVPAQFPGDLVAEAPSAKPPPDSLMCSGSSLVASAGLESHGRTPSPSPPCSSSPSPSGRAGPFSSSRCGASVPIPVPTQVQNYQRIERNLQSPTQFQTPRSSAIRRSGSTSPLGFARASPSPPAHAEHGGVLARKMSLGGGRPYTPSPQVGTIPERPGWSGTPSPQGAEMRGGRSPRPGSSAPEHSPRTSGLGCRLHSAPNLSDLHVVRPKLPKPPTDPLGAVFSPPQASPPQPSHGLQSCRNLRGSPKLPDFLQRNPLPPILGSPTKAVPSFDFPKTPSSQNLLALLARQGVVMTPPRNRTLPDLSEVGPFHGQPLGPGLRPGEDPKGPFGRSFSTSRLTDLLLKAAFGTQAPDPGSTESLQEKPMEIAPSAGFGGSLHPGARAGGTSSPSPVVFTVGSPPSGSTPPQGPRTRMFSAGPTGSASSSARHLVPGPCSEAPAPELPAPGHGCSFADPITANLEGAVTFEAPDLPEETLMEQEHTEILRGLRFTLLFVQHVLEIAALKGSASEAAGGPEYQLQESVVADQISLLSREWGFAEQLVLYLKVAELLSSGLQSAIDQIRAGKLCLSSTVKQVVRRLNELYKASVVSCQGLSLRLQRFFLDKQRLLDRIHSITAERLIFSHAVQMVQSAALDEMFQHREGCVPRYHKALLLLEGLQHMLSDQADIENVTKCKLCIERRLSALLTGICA
ASK1 primary = inhibitors of human ASK1 kinase; AlphaScreen MKK6 phosphorylation by ASK1, luminescence; inhibition, % at 7.44 µM; 0.99% of 22,000 active; in the data active = inhibition above about 35%;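 note: 0% = median of compound wells and 100% = no enzyme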
The depositor's hits bear a star; . = no result given; & = joins results of further samples.

Preview:
Fields – ULK1 inh	ASK1 primary
> CC(C)N(CCNc1nc(Nc2ccc(C(F)(F)F)cc2)nc2c1ncn2CCN1CCCC1=O)C(C)C
 : 1	-45
> CN(Cc1cnc2nc(N)nc(N)c2n1)c1ccc(C(=O)N[C@@H](CCC(=O)O)C(=O)O)cc1
 : 10	.

The listing, from the start:
Fields – ULK1 inh	ASK1 primary
> CC(C)N(CCNc1nc(Nc2ccc(C(F)(F)F)cc2)nc2c1ncn2CCN1CCCC1=O)C(C)C
 : 1	-45
> CN(Cc1cnc2nc(N)nc(N)c2n1)c1ccc(C(=O)N[C@@H](CCC(=O)O)C(=O)O)cc1
 : 10	.
> O=C1CCCN1CCCNc1nc(N2CCCC2CO)nc2c1ncn2C1CCCCC1 (centres undefined)
 : 10	4
> N#Cc1c(N)sc(=S)c2c1CCN(Cc1ccccc1)C2
 : 75*	.
> COC(=O)c1cccc2c1C(=O)c1ccccc1C2=O
 : 3	.
> OC1CCC(Nc2nc(NCCOc3ccccc3)c3ncn(-c4ccccc4)c3n2)CC1 (centres undefined)
 : -11	-15
> COc1cccc(CN(C(=O)Nc2ccc(-c3cn[nH]c3)cc2)C(C)C)c1
 : -3	-15
> CC(C)n1c(-c2cccs2)nc2c(Nc3ccccc3)ncnc21
 : 1	2
> COc1cc(Nc2cc(-c3ccc(C(=O)N4CCN(C)CC4)cc3)nc(N)n2)cc(OC)c1OC
 : -19	-27
> O=C(N/C(=C\c1cccnc1)C(=O)N1CCOCC1)c1ccco1
 : -3	.
> CC(=O)Nc1ccc(Nc2nc(N3CCCC3CO)nc3c2ncn3C(C)C)cc1 (centres undefined)
 : 28	8
> c1ccc(Oc2ccc(Nc3nc(-c4csc5ccccc45)nc4c3ncn4-c3ccsc3)cc2)cc1
 : -4	-5
> COc1cc(Nc2ncnc3c2nc(-c2c(C)nn(C)c2C)n3C(C)C)cc(OC)c1OC
 : -2	-8
> Cc1ccccc1N1C(=O)c2cc(S(N)(=O)=O)c(Cl)cc2NC1C (centres undefined)
 : 7	.
> Nc1ccc(O)c(C(=O)O)c1
 : 55*	.
> CC(C)n1cnc2c(NCc3ccccc3)nc(NCCCN3CCCC3=O)nc21
 : 27	-1
> O=C(NNC(=S)NC(=O)c1ccccc1[N+](=O)[O-])c1ccccc1O
 : 14	.
> COc1cc(Nc2ncc(C(=O)NCc3ccccc3)s2)cc(OC)c1OC
 : 4	5
> COc1ccc(CCNc2nc(N3CCCC3CO)ncc2C)cc1 (centres undefined)
 : 4	2
> O=C1CCCN1CCCNc1nc(NCCO)c2ncn(-c3ccccc3)c2n1
 : -13	0
> COc1cc(Nc2nc(NCc3ccccc3)c3ncn(CCN4CCCC4=O)c3n2)cc(OC)c1OC
 : -3	6
> O=C(Nc1ccccc1)c1cc(N2CCCC2CO)nc2ccccc12 (centres undefined)
 : 16	1
> CNC(=O)c1ccccc1Nc1cc(NC(=O)Cc2cccc(OC)c2)ncc1C(F)(F)F
 : 55*	2
> Cn1nccc1Nc1ncc(C(=O)NCc2ccccc2)s1
 : 4	-4
> CS(=O)CC(=O)c1ccccn1 (centres undefined)
 : -9	.
> COc1cc(Nc2nc(-c3ccc(C(=O)N4CCN(C)CC4)cc3)nc3c2ncn3C2CCCCC2)cc(OC)c1OC
 : 9	15
> CCCNc1ccnc(-c2ccc(OC)cc2)n1
 : -6	0
> FC(F)(F)c1ccc(Cn2cnc3c(NCc4nc5ccccc5[nH]4)nc(Nc4nccc5ccccc45)nc32)cc1
 : 4	-7
> O=C(Nc1ccc2c(c1)OCO2)c1ccc2nc(Nc3ccncn3)sc2c1
 : 12	16
> COc1cccc(CN(CCCN2CCN(C)CC2)C(=O)Nc2ccc(-c3cn[nH]c3)cc2)c1
 : 0	-12
> O=C(NCCCN1CCCC1=O)c1ccnc(Nc2cccnc2)c1
 : 14	14
> CC(C)n1c(-c2csc3ccccc23)nc2c(NCc3cccc(C(F)(F)F)c3)ncnc21
 : -8	0
> O=C1CCCN1CCCNc1nc(Nc2ccncc2)nc2c1ncn2C1CCCCC1
 : 11	-8
> O=C(Nc1cccc(Cl)c1N1CCN(Cc2ccccc2)CC1)c1ccc(Br)o1
 : -5	-16
> O=C(NCCCN1CCCC1=O)c1cnc(-c2ccc(N3CCOCC3)nc2)s1
 : -8	-6
> NC(=O)c1cnc(NCCCN2CCCC2=O)s1
 : -1	0
> CN(C)CCSc1cc(-c2cn[nH]c2)ccc1NC(=O)C1COc2ccccc2O1 (centres undefined)
 : -3	-3
> Cn1nccc1Nc1nc2ccc(C(=O)NC3CCN(Cc4ccccc4)CC3)cc2s1
 : 11	-4
> FC(F)(F)c1cccc(CNc2nc(Nc3cnccn3)nc3c2ncn3-c2ccccc2)c1
 : -5	13
> CC(=O)Nc1ccc(Nc2nc(Nc3ccccn3)nc3c2ncn3C2CCCCC2)cc1
 : -19	7
> CCCNc1cc(-c2ccc(OC)nc2)nc(N)n1
 : 15	-3
> Cc1cccc(C(=O)Nc2ccc3c(c2)CC(=O)N3C)c1
 : 7	.
> CCCn1cc(NC(=O)C2CC(c3ccccc3NC(C)=O)=NO2)cn1 (centres undefined)
 : -5	-8
> Nc1nc(NCc2ccc3c(c2)OCO3)cc(NC2CC2)n1
 : -11	5
> COc1ccc(-c2nc(N)c3ncn(CCN4CCCC4=O)c3n2)cn1
 : 1	-9

Other structures.
smiles | ULK1 inh | ASK1 primary
COc1cc2nc(-c3csc4ccccc34)nc(Nc3cc(OC)c(OC)c(OC)c3)c2cc1OC | -62 | 11
CC(=O)Oc1cccc(O)c1 | -6 | .
Oc1ccc(CCNc2ccnc(-c3ccc(N4CCOCC4)nc3)n2)cc1 | 5 | 11
CC(C)(C)OC(=O)NC1CCC(NC(=O)c2cccc(-n3cc(NC(=O)Cc4ccccc4)cn3)c2)CC1 (centres undefined) | -15&0 | 8&9
CCN(CC)c1nc(Nc2ccccc2)nc(Nc2cc(OC)c(OC)c(OC)c2)n1 | -2 | 14
CN1CCN(c2ccc(-c3nc4ccc(C(=O)NCCOc5ccccc5)cc4s3)cc2)CC1 | 5 | -8
COc1ccc(-c2nc(NCCO)c3ncn(-c4ccsc4)c3n2)cn1 | -21 | -16
O=C(NCc1ccccc1)C1C2C=CC(C2)C1C(=O)NCc1ccccc1 (centres undefined) | -5 | .
O=C(Cc1cn(-c2ccc(N3CCc4ccccc4C3)nn2)c2ccccc12)Nc1ccc(Oc2ccccc2)cc1 | 18 | 32
CC(C)n1c(NCc2cccnc2)nc2c(NCCc3ccc(O)cc3)ncnc21 | -19 | 1
COc1cc(NC(=O)c2cccc(-n3cc(NC(=O)Cc4cccc(N)c4)cn3)c2)cc(OC)c1OC | -2 | 8
CCCn1c(NC2CCCCC2)nc2c1c(=O)n(C)c(=O)n2C | -1 | .
Cc1c(Cl)cccc1N(CC(=O)NCc1cccnc1)S(=O)(=O)c1ccccc1 | -13 | .
CC(C)n1cnc2c(NCc3ccccc3)nc(Nc3nc4ccccc4n3C)nc21 | -15 | 7
Cc1nc(C)n(-c2ccc(Nc3nccc(-c4cc(F)cc(N5CCN(C6CC6)CC5)c4)n3)cc2)n1 | -1 | 12
CC(C)n1cnc2c(NCCOc3ccccc3)nc(-c3ccc(N4CCOCC4)nc3)nc21 | -22 | 15
CC[C@@]1(O)C(=O)OCc2c1cc1n(c2=O)Cc2cc3c(CN(C)C)c(O)ccc3nc2-1 | 14 | .
c1cncc(-c2nc(NCc3ccco3)cc(-c3ccncc3)n2)c1 | 27 | .
COc1ccc2c(c1)CC(C(=O)Nc1ccc(-c3cn[nH]c3)cc1OCc1cccs1)CO2 (centres undefined) | 10 | -37
COc1ccc2cc1Oc1ccc(cc1)C[C@H]1c3c(cc4c(c3Oc3cc5c(cc3OC)CCN(C)[C@@H]5C2)OCO4)CCN1C | 12 | .
COc1ccc(CCNc2nc(OC)nc(-c3ccc(C(N)=O)cc3)n2)cc1 | -12 | 12
COc1ccc(CN2CCN(Cc3ccc(OC)c(OC)c3)CC2)cc1OC | -9 | .
O=C(NC1CC1)c1ccc2nc(Nc3cnccn3)sc2c1 | 12 | -7
COc1ccc(CCNc2ncnc3c2nc(N2CCC(N4CCOCC4)CC2)n3C(C)C)cc1 | 4 | -22
CCN(CC)c1nc(NCCOc2ccccc2)nc(Nc2cnccn2)n1 | -21 | 1
Nc1nc(NCc2cccnc2)cc(-c2ccc(N3CCOCC3)nc2)n1 | 39 | 0
CN1CCCc2cc(C(CN)N3CCOCC3)ccc21 (centres undefined) | 9 | .
Cc1c(Cl)c([N+](=O)[O-])nn1CC(=O)Nc1sc2c(c1C(N)=O)CCC(C)C2 (centres undefined) | 6 | .
CCCNC(=O)c1cc(N2CCc3ccccc3C2)nc2ccccc12 | -8 | -11
O=C(NC1CC1)c1ccc(-c2cc(NCCOc3ccccc3)ncn2)cc1 | -14 | -5
O=C(NC1CCN(Cc2ccccc2)CC1)c1ccc2nc(Nc3nccc4ccccc34)sc2c1 | 14 | -24
O=C(NCc1ccccc1)c1ccc2nc(-c3ccc(N4CCOCC4)nc3)sc2c1 | 5 | 3
C[C@@H](O)[C@H]1C(=O)N2C(C(=O)O)=C([C@H]3CCCO3)S[C@H]12 | 2 | .
CN(C)CCOc1cc(-c2ccnc(N)n2)ccc1NC(=O)[C@H]1COc2ccccc2O1 | -2 | -3
Nc1nccc(-c2ccc3nc(C4COc5ccc(Cl)cc5C4)oc3c2)n1 (centres undefined) | 5 | 13
O=C1CCCN1CCCNc1nccc(NCCOc2ccccc2)n1 | 4 | -2
c1ccc(-c2cc(NCCCN3CCOCC3)nc(-c3ccccn3)n2)nc1 | -2 | .
Nc1nc(Cl)nc2c1ncn2-c1ccccc1 | -16 | 5
CCN(CC)c1nc(NCCc2ccc(O)cc2)nc(Nc2ccc(C(F)(F)F)cc2)n1 | -21 | 5
CCNc1nc(C(=O)NC2CC2)cs1 | -9 | 3
Nc1[nH]ncc1-c1ccc(NC(=O)C(N)Cc2ccccc2)cc1 (centres undefined) | 8 | 8
COc1ccc(-c2ncc(C)c(NCCN3CCOCC3)n2)cn1 | -3 | -14
COc1ccc(-c2nc(NCCOc3ccccc3)c3ncn(-c4ccccc4)c3n2)cc1 | 12 | -3
Cc1cc(Nc2ccccc2)nc(Nc2ccc3ncccc3c2)n1 | -20 | -13
O=C(NCCCN1CCCC1=O)c1cccc(Nc2ccc(-n3ccnc3)cc2)c1 | 11 | -5
O=C(Nc1ccc2cn[nH]c2c1)C(O)c1ccc(Br)cc1 (centres undefined) | 6 | -11
CC(C)(C)OC(=O)N[C@@H]1CCN(C(=O)c2cnccc2Nc2ccc(Cl)c(F)c2)C1 | 8 | 8
COc1ccc(/C(O)=C2\C(=O)C(=O)NC2c2ccc(Br)cc2)cc1 (centres undefined) | -1 | .
COc1cc(NC(=O)c2cncc(-c3cccc(C(C)=O)c3)c2)cc(OC)c1OC | 2 | 2
NC(=O)c1ccc(-c2nc(NCc3cccnc3)c3ncn(-c4ccccc4)c3n2)cc1 | 27 | 3

Complete entries, quoted from the list. Order of screens: ULK1 inh | ASK1 primary
Listed for COc1ccc(/C(O)=C2\C(=O)C(=O)NC2c2ccc(Br)cc2)cc1 (centres undefined) : -1 | .
Listed for CC(C)(C)OC(=O)N[C@@H]1CCN(C(=O)c2cnccc2Nc2ccc(Cl)c(F)c2)C1 : 8 | 8
Listed for C[C@@H](O)[C@H]1C(=O)N2C(C(=O)O)=C([C@H]3CCCO3)S[C@H]12 : 2 | .
Listed for c1ccc(-c2cc(NCCCN3CCOCC3)nc(-c3ccccn3)n2)nc1 : -2 | .

Part of the list above in a different format.
CC(C)(C)OC(=O)N[C@@H]1CCN(C(=O)c2cnccc2Nc2ccc(Cl)c(F)c2)C1
  ULK1 inh = 8; ASK1 primary = 8

O=C1CCCN1CCCNc1nccc(NCCOc2ccccc2)n1
  ULK1 inh = 4; ASK1 primary = -2

CCNc1nc(C(=O)NC2CC2)cs1
  ULK1 inh = -9; ASK1 primary = 3

NC(=O)c1ccc(-c2nc(NCc3cccnc3)c3ncn(-c4ccccc4)c3n2)cc1
  ULK1 inh = 27; ASK1 primary = 3

The listing continues.
smiles | ULK1 inh | ASK1 primary
COc1cc2nc(-c3ccc(C(=O)NC4CC4)cc3)nc(NCCO)c2cc1OC | -8 | -19
CCNc1ccc(N2CCC(C(=O)Nc3ccc(N4CCOCC4)cc3)CC2)nn1 | 18 | 6
Cc1cnc(Nc2ccc(-n3ccnc3)cc2)nc1NCCO | 50* | -8
CC(C)n1c(-c2ccc(C(N)=O)cc2)nc2c(Nc3ccc(Oc4ccccc4)cc3)ncnc21 | -29 | 37*
COc1ccc(-c2oc3ccc(OC)cc3c2C(=O)Nc2c(C)cccc2C)cc1 | 5 | .
COc1cc2nc(NCCCN3CCCC3=O)nc(NCCN(C(C)C)C(C)C)c2cc1OC | -5 | -4
Cc1cncc(NC(=O)c2cc(N(C)C)cc(-n3cc(NC(=O)Nc4ccccc4Cl)cn3)c2)c1 | -19 | 5
CCN(CC)c1nc(Cl)nc(NCCN(C(C)C)C(C)C)n1 | -1 | -12
CCCNc1nc(NCCN2CCOCC2)nc2cc(OC)c(OC)cc12 | 10 | 0
CC1CN(c2c(Cl)cccc2NC(=O)c2ccc(Br)o2)CCN1Cc1nc2ccccc2o1 (centres undefined) | -8 | -24
CCNc1nc(Nc2ccc(N3CCOCC3)cc2)c2ncn(-c3ccccc3)c2n1 | -2 | 15
CC(=O)Nc1ccc(NC(=O)c2cccc(-c3c(C)noc3C)c2)cc1 | -6 | -4
O=C(NCc1ccco1)c1cccc([N+](=O)[O-])c1 | 3 | .
COc1ccc2c(c1)CC(C(=O)Nc1ccc(-c3cn[nH]c3C)cc1SCCN(C)C)CO2 (centres undefined) | 8 | 5
Cc1ccccc1OCc1nc2ccc(-c3cn[nH]c3C)cc2c(=O)[nH]1 | -12 | 24
CC(C)N(CCNc1nc(NC2CCN(Cc3ccccc3)CC2)nc2c1ncn2C(C)C)C(C)C | 1 | -2
